Compound activity: PubChem BioAssay, Sanford-Burnham Center for Chemical Genomics
hIAP inh: blocks human intestinal alkaline phosphatase | P09923 | purified IAP, CDP-Star luminescence, 30 min | inhibition, % at 10 µM | hit rate 0.12% among 330,000 | AID 2544;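 active means inhibition reaching a set limit with compound at 10 µM in the primary screen, cut at about 35% in these data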;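 further: plate controls were DMSO wells with enzyme for no effect and no-enzyme buffer wells for full effect; values of inactives mirror those of a sister screen read the other way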
MIN6 prolif: induces beta-cell replication in MIN6 cells | MIN6 cells proliferation, ATPlite luminescence, 48 h; cells starved in 0.2% serum; 100% = growth in 10% serum | proliferation, % at 10 µM | hit rate 0.29% among 330,000 | AID 2380;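 active means compounds whose signal lies at least 3.5 SD above the mean of all wells on their plate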;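 further: 0% = DMSO-treated cells in low-serum medium and 100% = 10% serum control; some compounds called inactive have numbers as strong as hits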
mIAP act: increases mouse intestinal alkaline phosphatase activity; muIAP, CDP-Star luminescence, 30 min; active compounds read high; 1 = vehicle-only enzyme signal, 0 = enzyme-free wells; activation factor at 10 µM; hit rate 0.24% among 330,000;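 active means activation factor of at least 2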; further: the source names both 10 and 20 µM as test concentration; values of inactives mirror those of a sister screen read the other way
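System: mouse IAP enzyme. Reagent: CDP-Star chemiluminescent phosphatase substrate. Benchmarks: DMSO wells, no-enzyme wells. Times: 30 min enzyme-substrate-compound incubation at room temperature. Detection: luminescence from enzymatic CDP-Star hydrolysis. Doses: test compounds delivered from DMSO solution.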
ATG4B inh: inhibitors of human ATG4B cysteine protease; AID 504462; hit rate 0.51% among 340,000; ATG4B cleavage of LC3-PLA2, NBD-HPC fluorescence, 1 h; Q9Y4P1; inhibition, % at 8.33 µM; in the data active means inhibition above about 40%
Target sequence (Q9Y4P1 whole entry, looked up): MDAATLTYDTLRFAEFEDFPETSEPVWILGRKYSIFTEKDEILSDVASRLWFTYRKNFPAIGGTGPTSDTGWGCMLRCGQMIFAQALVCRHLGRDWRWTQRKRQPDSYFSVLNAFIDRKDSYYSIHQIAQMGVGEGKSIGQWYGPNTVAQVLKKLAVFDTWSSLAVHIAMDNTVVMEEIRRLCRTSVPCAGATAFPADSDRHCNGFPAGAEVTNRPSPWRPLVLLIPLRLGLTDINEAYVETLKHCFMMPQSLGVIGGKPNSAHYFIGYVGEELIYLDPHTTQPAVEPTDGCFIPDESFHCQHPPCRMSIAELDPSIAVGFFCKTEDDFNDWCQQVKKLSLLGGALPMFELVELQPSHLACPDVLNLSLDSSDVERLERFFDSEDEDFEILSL
MPTP inh: blocks calcium-induced mitochondrial swelling; inhibition, % at 10 µM; hit rate 1.4% among 360,000; isolated mouse mitochondria, Ca2+ swelling absorbance, 30 min;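 active means inhibition of 50% or more, scaled per plate between neutral and stimulator controls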;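 further: 0% = DMSO wells given calcium and 100% = 1 mM EGTA wells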
APOBEC3G inh: blocks human APOBEC3G single-stranded DNA deamination | Q9HC16 | recombinant A3G, ssDNA deamination FAM/TAMRA fluorescence | inhibition, % at 20 µM | hit rate 0.28% among 330,000 | AID 493012;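 active means inhibition of at least 40% at 20 µM, with no more than 30% in the related APOBEC3A deaminase screen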;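 further: plate controls were DMSO wells with A3G for no effect and wells lacking A3G enzyme for full effect; some compounds called inactive have numbers as strong as hits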
Target sequence (Q9HC16 whole entry, looked up): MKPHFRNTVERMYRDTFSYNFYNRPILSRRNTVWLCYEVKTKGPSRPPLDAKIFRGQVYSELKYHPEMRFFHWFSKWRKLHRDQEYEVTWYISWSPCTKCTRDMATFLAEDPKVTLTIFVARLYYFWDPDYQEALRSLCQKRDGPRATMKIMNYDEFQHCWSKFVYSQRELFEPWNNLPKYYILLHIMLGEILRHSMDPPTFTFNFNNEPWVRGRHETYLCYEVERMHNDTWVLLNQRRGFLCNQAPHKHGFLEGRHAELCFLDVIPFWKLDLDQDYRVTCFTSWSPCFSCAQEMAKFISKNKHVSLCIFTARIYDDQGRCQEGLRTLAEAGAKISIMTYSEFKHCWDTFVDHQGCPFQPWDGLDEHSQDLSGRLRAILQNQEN
mIAP block: blocks mouse intestinal alkaline phosphatase; purified mouse IAP, CDP-Star luminescence, 30 min; inhibition, % at 10 µM; hit rate 0.2% among 330,000; AID 2806;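 active means inhibition of at least 40% at 10 µM in the primary screen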;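 further: plate controls were DMSO with enzyme for no effect and no enzyme wells for full effect; values of inactives mirror those of a sister screen read the other way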
hIAP act: increases human intestinal alkaline phosphatase activity; hit rate 0.16% among 330,000; activation factor at 10 µM; purified human IAP, CDP-Star luminescence, 30 min; active compounds read high; 1 = vehicle-only enzyme, 0 = enzyme-free background; AID 2524; P09923;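 active means activation factor of the enzyme at least 2-fold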; further: the source names both 10 and 20 µM as test concentration; values of inactives mirror those of a sister screen read the other way
A3A deaminase: blocks human APOBEC3A ssDNA deamination; P31941; inhibition, % at 20 µM; hit rate 0.41% among 330,000; recombinant A3A, FAM/TAMRA ssDNA deamination fluorescence;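 active means at least 40% inhibition at 20 µM here, with at most 30% in a related deaminase screen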;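 further: plate controls were A3A with DMSO for no effect and wells lacking A3A enzyme for full effect; some results filed as inactive read as strong as hits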
Target sequence (P31941 whole entry, looked up): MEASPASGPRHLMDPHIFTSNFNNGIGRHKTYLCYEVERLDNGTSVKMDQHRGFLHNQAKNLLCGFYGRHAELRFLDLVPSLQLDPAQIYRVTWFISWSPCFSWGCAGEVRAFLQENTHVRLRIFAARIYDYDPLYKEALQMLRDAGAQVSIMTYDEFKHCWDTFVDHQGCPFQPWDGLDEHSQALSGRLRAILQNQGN
* marks the source's active call; other numbers are inactive results; x = no result given.

| molecule | hIAP inh | MIN6 prolif | mIAP act | ATG4B inh | MPTP inh | APOBEC3G inh | mIAP block | hIAP act | A3A deaminase |
| --- | --- | --- | --- | --- | --- | --- | --- | --- | --- |
| C=CCc1cc(OC)ccc1OCCOCCN1CCc2ccccc2C1 | -7 | -1 | 0.97 | 1 | 0.1 | -6 | 3 | 1.1 | -3 |
| CCC1=C(OC(=O)N(CC)CC)N2C(=O)OC(=NCc3ccccc3)[C@]2(C)[C@H]2C1=CC[C@H]1C(=O)N(c3ccccc3)C(=O)[C@H]12 | 13 | -4 | 0.99 | -2 | 0.2 | 1 | 0 | 0.87 | 5 |
| Cc1ccccc1-n1nc(C)c2cc(C(=O)NCc3cccnc3)sc21 | 0 | -1 | 1.1 | -7 | 0.3 | 0 | -7 | 0.99 | 1 |
| COc1cc(/C=C(\C#N)C(=O)NC2CCCCC2)ccc1OCc1ccc(C(=O)O)cc1 | 12 | -5 | 0.93 | -9 | -1.1 | -2 | 7 | 0.88 | -1 |
| O=c1[nH]c(CSc2nc3ccccc3o2)nc2c1cnn2-c1ccccc1 | 1 | -6 | 0.98 | 4 | 1.8 | -2 | 2 | 0.99 | 1 |
| COc1ccc(NC(=O)CN(C)Cc2c(F)cccc2Cl)cc1S(=O)(=O)N1CCCCC1 | -8 | -1 | 1 | -6 | -0.4 | 1 | -4 | 1.1 | 7 |
| CNc1cc(C)c(C#N)c2nc3ccccc3n12 | 19 | 0 | 0.94 | -10 | 0.7 | -4 | 6 | 0.81 | 6 |
| CC(C)(O)C1CC[C@@](C)([C@@H]2CC[C@]3(C)[C@H]2[C@H](O)CC2[C@@]4(C)CCC(O)C(C)(C)C4C(OC4OC(CO)C(O)C(O)C4O[C@@H]4OCC(O)C(O)C4O)C[C@]23C)O1 (some centres not stated) | 10 | -2 | 1 | -8 | 4.6 | -7 | 0 | 0.9 | -3 |
| CC(C)n1c(/C=C/c2ccccc2)nc2ccccc21 | -7 | -2 | 0.95 | 14 | 0.1 | 2 | 5 | 1.1 | -3 |
| Cc1ccc(NC2=CC(=O)CC(C)(C)C2)cc1F | -9 | -3 | 0.93 | 0 | 1.7 | -1 | 7 | 1.1 | -1 |
| Cc1ccccc1CC1(CO)CCCN(C(=O)CCCN2CCCCC2=O)C1 (configuration not stated) | 8 | -2 | 0.95 | -13 | 0.6 | -2 | 5 | 0.92 | 4 |
| COc1ccc(NC(=O)c2ccc(NC(=O)C3CC3)cc2)cc1 | -10 | -5 | 0.95 | 8 | -0.1 | 2 | 5 | 1.1 | 3 |
| C=CCOc1ccc(C2C(C#N)=C(N)N(Nc3ccccc3)C3=C2C(=O)CCC3)cc1OC (configuration not stated) | -11 | 0 | 1.2 | 5 | -1.9 | -2 | -18 | 1.1 | -1 |
| CC[C@@H](C)[C@H](NC(=O)C1CCN(C(=O)[C@@H](NS(=O)(=O)c2ccc(C)cc2)C(C)C)CC1)C(=O)O | -6 | -1 | 1 | 0 | 13 | 1 | -1 | 1.1 | 2 |
| O=C1CCN(Cc2ccccc2)S(=O)(=O)c2ccc(F)cc21 | -12 | -1 | 0.94 | 2 | -0.7 | -6 | 6 | 1.1 | 1 |
| CSc1cccc(NC(=O)CCCOc2ccccc2)c1 | -8 | -1 | 1.2 | -10 | 3.0 | -9 | -17 | 1.1 | 2 |
| O=C(CCl)N(c1ccccc1)C1CCS(=O)(=O)C1 (configuration not stated) | 4 | 0 | 0.95 | -5 | 0.8 | -4 | 5 | 0.95 | 1 |
| CCOC(=O)c1c(NC(=O)COC(=O)c2nc(Cl)ccc2Cl)sc(C(=O)N(C)C)c1C | -10 | 2 | 1.1 | 2 | 0.8 | 2 | -6 | 1.1 | 0 |
| COc1ccc(C2C3=C(CCCC3=O)Nc3ccc4ncccc4c32)cc1OC (configuration not stated) | -3 | -2 | 1 | -4 | -0.3 | -7 | -3 | 1 | -3 |
| COc1cccc(NC(=O)C2CCN(S(=O)(=O)c3ccc4c(c3)CC(C)N4C(C)=O)CC2)c1 (configuration not stated) | -7 | -4 | 1.3 | -6 | -0.7 | -8 | -30 | 1.1 | -4 |
| Cc1c(C(=O)NCc2cccnc2)sc2nc(-c3ccc(F)cc3)cn12 | -3 | -1 | 0.98 | -18 | 1.0 | -7 | 2 | 1 | -3 |
| O=C(C1CCN(S(=O)(=O)c2cc(Cl)ccc2Cl)CC1)N1CCCC1 | 8 | 2 | 1.1 | 4 | 0.6 | 6 | -11 | 0.92 | 5 |
| NC(=O)c1ccc(NC(=O)c2cccc3c2OCCCO3)cc1 | -1 | 3 | 0.97 | 0 | 1.5 | -9 | 3 | 1 | -5 |
| CC1(C)C(=O)Nc2ccccc2N1C(=O)COC(=O)COc1ccc(C#N)cc1 | -26 | -3 | 1 | -7 | 2.3 | -2 | -4 | 1.3 | 6 |
| CC(=O)Nc1ccc(N/C=C/C(=O)c2ccc(Br)cc2)cc1 | 22 | -2 | 0.88 | 0 | -0.1 | -3 | 12 | 0.78 | 2 |
| COCCNC(=O)CSc1nc2ccccc2c2nc(C)nn12 | -8 | 2 | 1 | -2 | -2.4 | 0 | -4 | 1.1 | -2 |
| O=C(c1cc2nc(-c3ccccc3)cc(C(F)(F)F)n2n1)N1CCN2CCCC2C1 (configuration not stated) | -7 | 2 | 1 | 2 | -2.5 | -2 | -3 | 1.1 | 0 |
| Cc1ccc(-n2cc3c(-c4cccc(Br)c4)nnc(C)c3n2)cc1 | 2 | -5 | 0.95 | 14 | 54* | -1 | 5 | 0.97 | 1 |
| COc1ccc(OC)c(NC(=O)c2cc(-c3cc(C)ccc3O)n[nH]2)c1 | -108 | -2 | 1 | 10 | 5.0 | -1 | -2 | 2.1* | 2 |
| COc1cc2ccccc2cc1C(=O)NC(=S)Nc1cccc(C(=O)O)c1C | 12 | 2 | 1 | -7 | 0.7 | -4 | -2 | 0.89 | -2 |
| N#Cc1nc(-c2cccs2)oc1NCc1ccc(Cl)cc1 | -7 | -3 | 1.1 | 8 | -2.2 | -5 | -15 | 1.1 | -5 |
| O=C(NCc1cccnc1)c1ccc(COc2cccc3ccccc23)o1 | 2 | -4 | 1 | -21 | -3.1 | 3 | -5 | 0.97 | 1 |
| Cc1ccc(-c2ccc3nnc(SCC(=O)NCC4CCCO4)n3n2)cc1 (configuration not stated) | -3 | -5 | 1.1 | -7 | 1.4 | 1 | -12 | 1 | 0 |
| COc1ccc(C2=NNC(c3cccnc3)=Nc3ccccc32)cc1 | 5 | 2 | 1 | 4 | 1.0 | -1 | -3 | 0.95 | 0 |
| O=C(NN1C(=O)c2ccccc2C1=O)C1C2CCCCC21 (configuration not stated) | -4 | -4 | 0.89 | 21 | 5.0 | -7 | 11 | 1 | 1 |
| CCOC(=O)/C(C#N)=C/Nc1ccccc1NS(=O)(=O)c1ccc(C)c(C)c1 | -16 | -2 | 0.88 | -8 | 4.6 | 1 | 12 | 1.2 | -10 |
| O=C(O)CCCn1c(=O)c2cccn2c2ccc(F)cc21 | -1 | -2 | 1 | -5 | -1.0 | -9 | 0 | 1 | -3 |
| CSCCC(NC(=O)c1ccccc1)C(=O)N/N=C(\C)c1ccccc1 (configuration not stated) | 9 | 0 | 0.89 | -7 | 1.9 | -8 | 11 | 0.91 | -2 |
| Fc1ccc2c(c1)C(c1ccncc1)=NNC(c1ccc(Br)cc1)=N2 | -6 | -1 | 0.98 | 10 | 0.1 | -7 | 2 | 1.1 | -1 |
| O=C(Nc1ccccc1)c1sc2cc(C(F)(F)F)cnc2c1-c1cccs1 | -38 | -3 | 1.1 | 5 | 3.1 | -3 | -7 | 1.4 | 0 |

Taken from the results shown for reference:
| molecule | hIAP inh | MIN6 prolif | mIAP act | ATG4B inh | MPTP inh | APOBEC3G inh | mIAP block | hIAP act | A3A deaminase |
| --- | --- | --- | --- | --- | --- | --- | --- | --- | --- |
| Cc1ccc(NC2=CC(=O)CC(C)(C)C2)cc1F | -9 | -3 | 0.93 | 0 | 1.7 | -1 | 7 | 1.1 | -1 |
| Cc1ccccc1CC1(CO)CCCN(C(=O)CCCN2CCCCC2=O)C1 (configuration not stated) | 8 | -2 | 0.95 | -13 | 0.6 | -2 | 5 | 0.92 | 4 |
| COc1ccc(NC(=O)c2ccc(NC(=O)C3CC3)cc2)cc1 | -10 | -5 | 0.95 | 8 | -0.1 | 2 | 5 | 1.1 | 3 |
| C=CCOc1ccc(C2C(C#N)=C(N)N(Nc3ccccc3)C3=C2C(=O)CCC3)cc1OC (configuration not stated) | -11 | 0 | 1.2 | 5 | -1.9 | -2 | -18 | 1.1 | -1 |

Later entries.
molecule	hIAP inh	MIN6 prolif	mIAP act	ATG4B inh	MPTP inh	APOBEC3G inh	mIAP block	hIAP act	A3A deaminase
COc1ccc(CCNC(=O)c2cc3cccc(OC)c3oc2=O)cc1OC	7	2	1	-12	1.4	-3	-3	0.93	-2
Cc1ccc2c(c1)c1ccc3c(c1n2C)C(=O)C=CC3=O	-1	-5	0.91	1	0.0	2	9	1	-4
CCOc1ccc2oc(C(=O)N(C)CC(=O)Nc3ccc(OCC)c(OCC)c3)c(C)c2c1	-4	2	0.94	4	-0.2	2	6	1	5
Cc1oc2ccc(OCc3ccccc3F)cc2c1C(=O)O	8	0	1	0	2.0	-5	-4	0.92	-2
COCCN(C(=S)Nc1ccc(OC)c(Cl)c1)C1CCN(C(C)C)CC1	0	0	1	1	-0.3	-2	-4	1	-5
O=C(NNC(=S)NC1CCCCC1)c1cccs1	-69	-4	0.89	6	-0.6	-2	11	1.7	2
COc1ccc2nc(Nc3nc(-c4cc5ccccc5oc4=O)cs3)sc2c1	-5	0	0.82	-5	4.0	0	18	1.1	0
CCOc1ccc(N2C(=O)CC(NCc3ccc(F)cc3)C2=O)cc1 (configuration not stated)	-1	-2	1.1	-10	-2.2	-3	-9	1	-2
Cc1cccc(NC(=S)NC2CC3CCCC(C2)N3CC(C)C)c1C (configuration not stated)	-9	-1	1.2	-4	1.5	-4	-21	1.1	3
CCC1=C(OC(=O)N(CC)CC)N2C(=O)OC(=NCC3CC3)[C@]2(Cc2ccccc2)[C@H]2C1=CC[C@H]1C(=O)N(CC(=O)OC)C(=O)[C@H]12	4	-4	1	-17	x	-9	0	0.96	-3
CC(OC(=O)C1CC1)C(=O)Nc1cc(C(F)(F)F)ccc1Cl (configuration not stated)	-2	-1	1.1	4	0.2	-11	-6	1	-2
Cc1cc(N2CCN(C(=O)c3cccs3)CC2)c(F)cc1[N+](=O)[O-]	-6	-4	1	-5	0.7	-3	-3	1.1	0
CCN(CC(=O)Nc1cc(Cl)ccc1C)C(=O)CSCc1ccc(C)cc1	-8	-3	1.1	5	1.0	-3	-7	1.1	0
